# ZTA counter – ZTA (EBV) inhibition in EBNA-1 counter-screen; P03206; ZTA-DNA binding, fluorescence polarization; inhibition, % at 11 µM; actives 0.15% (n = 320,000); AID 2234; in the data active = inhibition above about 33%
# Efflux pump mplx – blocks antifungal efflux pumps in multiplex yeast assay | S. cerevisiae Candida pump triplex, Nile Red efflux | inhibition, % at 10 µM | actives 0.44% (n = 330,000) | AID 485275;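 active = plate passing quality check with inhibition over a set limit, or well fluorescence over plate mean plus 4 SD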;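 also: Nile Red retained in pooled yeast measured as flow cytometry median fluorescence; 0% = buffer negative control and 100% = Enniatin B positive control; higher means more Nile Red kept so more efflux inhibition; some compounds called inactive have numbers as strong as hits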
# Fam108B inh – blocks mouse Fam108B hydrolase in RBBP9 counter-screen | recombinant Fam108B, FP-Rh probe fluorescence polarization | inhibition, % at 9.51 µM | actives 0.33% (n = 300,000) | AID 1947;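 active = inhibition above the screen mean inhibition plus 3 SD, computed separately per campaign, cut at about 18% in these data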;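 also: inhibitors lower polarization as less probe binds the enzyme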
# Yeast superoxide – yeast age-related superoxide inhibition as caloric restriction mimetic; S. cerevisiae aged cells, superoxide DHE fluorescence; active compounds read low; superoxide response (% of plate mean), % at 10 µM; actives 0.18% (n = 330,000); AID 2690;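 active = superoxide response under a set limit, about three screen SD below normal, cut at about 65% in these data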;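 also: yeast aged for seven days with compound at 30 °C before DHE staining; 100% = average MFI of all compound-treated wells on the plate with controls excluded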
# GLD-1 RNA inh – GLD-1-TGE RNA interaction inhibition (C. elegans); Q17339; inhibition, % at 5.96 µM; purified GLD-1 + fluorescein TGE RNA, fluorescence polarization; actives 0.44% (n = 320,000);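 active = percent inhibition above a per-plate cutoff, the plate mean of test compounds plus 3 SD, cut at about 30% in these data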;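 also: 0% = DMSO wells with GLD-1 and probe and 100% = wells lacking GLD-1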
# Target sequence (Q17339 whole entry, looked up): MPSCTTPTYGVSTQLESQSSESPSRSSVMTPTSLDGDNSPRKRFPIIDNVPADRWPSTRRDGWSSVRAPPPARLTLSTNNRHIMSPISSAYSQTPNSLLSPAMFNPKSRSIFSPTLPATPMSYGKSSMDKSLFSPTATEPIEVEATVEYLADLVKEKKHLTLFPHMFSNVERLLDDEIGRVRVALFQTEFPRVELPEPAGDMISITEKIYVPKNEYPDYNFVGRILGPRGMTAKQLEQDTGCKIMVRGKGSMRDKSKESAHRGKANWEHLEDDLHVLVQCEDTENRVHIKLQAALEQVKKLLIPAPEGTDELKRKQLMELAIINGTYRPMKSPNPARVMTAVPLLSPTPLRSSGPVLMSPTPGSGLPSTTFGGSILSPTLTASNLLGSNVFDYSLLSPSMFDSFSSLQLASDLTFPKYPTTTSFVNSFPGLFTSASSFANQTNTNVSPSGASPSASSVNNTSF
# MEX-5 binding – C. elegans MEX-5 TCR-2 RNA binding activity. MEX-5/FITC-TCR2 RNA binding, fluorescence polarization; active compounds read low. activity score (negative = inhibition of binding), % at 10 µM. actives 0.38% (n = 300,000);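 active = inhibition past about -25% in most replicates, and total fluorescence under double the plate's negative control median, limit read from the data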;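 also: 0% = DMSO and -100% = 5 µM competing unlabeled TCR2 RNA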
# BCLXL inh – Bcl-xL (human) inhibition; GST-Bcl-xL / FITC-Bim BH3 peptide fluorescence polarization; Q07817; actives 0.7% (n = 320,000); inhibition, % at 10.9 µM;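 active = inhibition above the mean of all tested compounds plus 3 SD, cutoff set per campaign, cut at about 30% in these data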;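 also: 0% = DMSO wells and 100% = unlabeled Bim-BH3 peptide competitor; inhibitors lower millipolarization by displacing the labeled peptide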
# Target sequence (Q07817 whole entry, looked up): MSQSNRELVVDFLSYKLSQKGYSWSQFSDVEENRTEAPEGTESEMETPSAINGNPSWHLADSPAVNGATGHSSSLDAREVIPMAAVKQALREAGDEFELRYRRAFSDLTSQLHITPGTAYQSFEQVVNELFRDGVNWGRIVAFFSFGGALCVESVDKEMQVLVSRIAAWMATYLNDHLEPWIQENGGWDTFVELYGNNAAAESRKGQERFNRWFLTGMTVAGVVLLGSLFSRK
# EBNA-1 inhibitor – blocks EBNA-1 binding to DNA. inhibition, % at 14.8 µM. EBNA-1 DNA binding, fluorescence polarization. actives 0.34% (n = 300,000); in the data active = inhibition above about 28%
# MCL1 BIM primary – MCL1-BIM-BH3 interaction inhibition (human); Q07820; GST-MCL1 / FITC-Bim-BH3 fluorescence polarization; inhibition, % at 10.9 µM; actives 0.68% (n = 320,000); AID 2057;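 active = inhibition above the mean inhibition of all tested compounds plus 3 SD, set per campaign, cut at about 40% in these data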;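 also: 0% = DMSO wells and 100% = unlabeled Bim-BH3 peptide control; higher means more loss of mP so more displacement of Bim peptide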
# Target sequence (Q07820 whole entry, looked up): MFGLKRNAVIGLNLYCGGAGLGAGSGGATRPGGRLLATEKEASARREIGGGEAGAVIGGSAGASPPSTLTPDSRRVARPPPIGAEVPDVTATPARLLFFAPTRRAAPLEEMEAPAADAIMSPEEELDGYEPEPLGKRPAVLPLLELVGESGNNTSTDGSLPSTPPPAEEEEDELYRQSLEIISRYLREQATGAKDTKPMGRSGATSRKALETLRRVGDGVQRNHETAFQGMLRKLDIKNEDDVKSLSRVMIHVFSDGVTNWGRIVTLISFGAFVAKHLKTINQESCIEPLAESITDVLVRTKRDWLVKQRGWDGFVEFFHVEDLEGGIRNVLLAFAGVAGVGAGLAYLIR
# An asterisk follows results filed as active; . = not tested or not shown. Outcome played no part in choosing rows (roughly 2.3% active in at least one column).
no.	SMILES	ZTA counter	Efflux pump mplx	Fam108B inh	Yeast superoxide	GLD-1 RNA inh
1	COC(=O)C1CCN(C(=O)C2CCC(=O)N(CCCc3ccccc3)C2)CC1 (stereo not given)	0	0.1	-1	98	5
2	Cc1cc(Cl)c(S(=O)(=O)Nc2ccc3c(c2)OCO3)cc1OCC(=O)NC1CCCCC1	-18	0.3	2	95	9
3	O=C1CCCC2=C1Sc1ccccc1N2	11	-0.1	2	92	31*
4	CC1CCCCC1NC(=O)COC(=O)/C=C/c1ccco1 (stereo not given)	-9	0.1	.	102	5
5	CCOC(=O)c1ccc(CNC(=O)CCC(=O)O)cc1	10	0.5	1	92	-5
6	CCOP(=O)(OCC)C(Nc1ccccc1)c1ccc2c(c1)OCO2 (stereo not given)	1	-0.1	0	96	4
7	CC1(C)CC(=O)C=C(NNC(=O)OC(C)(C)C)C1	-1	-0.1	4	88	2
8	COC(=O)COc1ccc2c(c1C)O/C(=C\c1ccco1)C2=O	-19	0.4	7	131	9
9	c1cn(-c2ccc(-c3ccnc4ncnn34)cc2)cn1	-15	-0.1	0	88	8
10	CCCCC(=O)NC(=S)Nc1cc(C(=O)O)ccc1OC	-5	0.0	-5	103	7
11	CCC(CC)c1nnc(NC(=O)/C=C/c2ccco2)s1	11	0.1	0	106	4
12	CCc1nnc(NC(=O)c2nc3nccc(C)n3n2)s1	-6	-0.1	3	103	3

no.	MEX-5 binding	BCLXL inh	EBNA-1 inhibitor	MCL1 BIM primary
1	-0.6	8	-6	2
2	1.2	7	4	11
3	-7.5	58*	1	69*
4	.	4	.	14
5	0.1	0	-4	4
6	-0.5	4	-3	8
7	0.1	11	-1	3
8	-5.4	9	-1	3
9	-2.2	5	-8	-1
10	3.3	1	-10	5
11	0.3	4	-3	-2
12	-1.5	4	4	5

# Four compounds already listed, arranged by length of the SMILES, falling.
no.	SMILES	ZTA counter	Efflux pump mplx	Fam108B inh	Yeast superoxide	GLD-1 RNA inh
6	CCOP(=O)(OCC)C(Nc1ccccc1)c1ccc2c(c1)OCO2 (stereo not given)	1	-0.1	0	96	4
7	CC1(C)CC(=O)C=C(NNC(=O)OC(C)(C)C)C1	-1	-0.1	4	88	2
12	CCc1nnc(NC(=O)c2nc3nccc(C)n3n2)s1	-6	-0.1	3	103	3
3	O=C1CCCC2=C1Sc1ccccc1N2	11	-0.1	2	92	31*

no.	MEX-5 binding	BCLXL inh	EBNA-1 inhibitor	MCL1 BIM primary
6	-0.5	4	-3	8
7	0.1	11	-1	3
12	-1.5	4	4	5
3	-7.5	58*	1	69*

# Additional structures follow.
no.	SMILES	ZTA counter	Efflux pump mplx	Fam108B inh	Yeast superoxide	GLD-1 RNA inh
13	COc1ccc(CCNC(=O)c2ccc3ccccc3n2)cc1OC	4	0.1	-2	105	9
14	CC(CNS(=O)(=O)c1ccccc1)Sc1ncccn1 (stereo not given)	3	-0.2	3	100	0
15	Cc1cccc(N2CCN(C(=S)NC3CCCCC3)CC2)c1C	5	-0.2	-1	101	3
16	Cc1ccc(-n2nc(C(=O)O)cc2-c2ccccc2)cc1	-6	0.1	3	131	0
17	Cc1ccc2cc(CN(CCN3CCCC3)C(=O)Nc3ccccc3)c(=O)[nH]c2c1C	-14	0.0	-3	99	-24
18	O=C(c1ccc(Cl)nc1)N1CCC(Cc2ccccc2)CC1	-4	0.1	-7	81	-5
19	CC(C)c1ccc(NC(=S)Nc2ccc3[nH]c(=O)[nH]c3c2)cc1	5	0.1	-2	96	1
20	CCOC(=O)c1cccc(NC(=O)c2ccc(NC(=O)c3ccco3)cc2)c1	10	-0.4	-18	114	-2
21	O=C(N/N=C/c1cc([N+](=O)[O-])ccc1O)c1cccc(NC(=O)c2cccc(Cl)c2)c1	2	0.7	2	120	3
22	CCOC(=O)N1CCN(C(=O)CNC(=O)c2ccc(Cl)cc2Cl)CC1	2	0.2	.	92	8
23	CC(C)Sc1nc(SCC(=O)O)c2c3c(sc2n1)COC(C)(C)C3	-5	-0.2	-5	111	3
24	O=C(COc1ccccc1)Nc1ccccc1NS(=O)(=O)c1cccs1	-10	-0.1	3	98	1

no.	MEX-5 binding	BCLXL inh	EBNA-1 inhibitor	MCL1 BIM primary
13	-1.2	4	0	1
14	3.5	5	0	9
15	-1.1	-3	0	-3
16	1.8	2	-4	2
17	3.2	-4	-15	-1
18	0.1	0	6	-5
19	-0.9	11	5	4
20	-0.6	8	-12	3
21	-0.4	-1	-3	-2
22	.	1	.	1
23	-6.7	-1	-6	4
24	-1.5	12	-8	9

# Other records follow.
no.	SMILES	ZTA counter	Efflux pump mplx	Fam108B inh	Yeast superoxide	GLD-1 RNA inh
25	COC(=O)c1sc(N)c(C(=O)OC)c1COC(=O)CNS(=O)(=O)c1ccc(C)cc1	15	0.0	0	99	3
26	CC(C)C(C(=O)NCc1ccccc1)N(CC1CCCO1)C(=O)CNS(=O)(=O)c1ccccc1 (stereo not given)	-4	0.2	-4	98	-3
27	CCOC(=O)c1cnn(-c2sc(C(=O)OCC)c(C)c2C(=O)OCC)c1N	-13	-0.1	7	119	3
28	CC(NC(=O)C1(c2cccs2)CCOCC1)c1ccccc1 (stereo not given)	8	0.1	-3	97	5
29	Cc1nc2cc(-c3sccc3-n3cccc3)nn2c(C)c1C	-20	-0.1	3	105	2
30	O=C(COC(=O)COc1ccccc1)NCc1ccco1	-8	0.0	1	98	7
31	CC1=C(C(=O)c2ccccc2)C(c2cccc([N+](=O)[O-])c2)NC(=S)N1 (stereo not given)	11	0.1	-2	102	-2
32	CC(C)(C)c1ccc(N2C(=O)CSC2c2cccnc2)cc1 (stereo not given)	-5	0.1	-3	85	3
33	CCOC(=O)N1CCC(Nc2ncnc3c2cnn3-c2ccccc2)CC1	-3	-0.1	5	91	1
34	COc1ccc(N2CCN(C(=O)c3cc(-c4cc(OC)ccc4OC)nc4ccccc34)CC2)cc1	-7	-0.2	0	90	3
35	Cc1ccc(/C=C/c2onc(C)c2S(=O)(=O)N2CCC(C(=O)NC(C)(C)C)CC2)cc1	-20	0.1	-2	80	1
36	COc1cc(OC)cc(C(=O)N[C@H](C(=O)OCC(=O)c2ccc3c(c2)NC(=O)CO3)C(C)C)c1	1	0.1	-6	113	-3

no.	MEX-5 binding	BCLXL inh	EBNA-1 inhibitor	MCL1 BIM primary
25	-1.4	1	10	-4
26	-0.2	1	-12	-4
27	0.8	-5	5	1
28	1.0	2	15	5
29	1.1	3	1	0
30	-1.9	5	-8	1
31	-2.1	0	8	5
32	-0.1	6	0	-1
33	-0.2	6	-1	11
34	-1.0	10	8	2
35	1.3	3	-2	6
36	-3.7	-6	-3	-5

# An excerpt from above with just GLD-1 RNA inh:
nr | compound | GLD-1 RNA inh
2 | Cc1cc(Cl)c(S(=O)(=O)Nc2ccc3c(c2)OCO3)cc1OCC(=O)NC1CCCCC1 | 9
1 | COC(=O)C1CCN(C(=O)C2CCC(=O)N(CCCc3ccccc3)C2)CC1 (stereo not given) | 5
9 | c1cn(-c2ccc(-c3ccnc4ncnn34)cc2)cn1 | 8
14 | CC(CNS(=O)(=O)c1ccccc1)Sc1ncccn1 (stereo not given) | 0

# Next section.
no.	SMILES	ZTA counter	Efflux pump mplx	Fam108B inh	Yeast superoxide	GLD-1 RNA inh
37	COc1ccc(CCN(C)C(=O)c2cc(-c3ccc(C)cc3)nc3ccccc23)cc1OC	-2	0.8	3	94	-1
38	O=C1Nc2ccccc2C(O)(C(=O)NC2CC2)N1c1ccc(Cl)c(Cl)c1 (stereo not given)	-6	0.0	-3	101	-1
39	CCCCc1nnc(NC(=O)CCN2C(=O)C3CC=CCC3C2=O)s1 (stereo not given)	7	-0.1	.	110	8
40	COc1cccc(NC(=O)CSc2ccc3nnc(-c4cccnc4)n3n2)c1	-1	0.1	5	102	4
41	NC(=O)c1ccsc1NC(=O)c1cccs1	-3	-0.6	-3	102	-3
42	N#CC(C(=O)NC1CCCCC1)c1nc2ccccc2nc1N1CCN(c2ccccc2F)CC1 (stereo not given)	-9	0.1	5	92	6
43	COc1ccc(-c2nc3n(c2C)CCC3)cc1	-9	-0.1	-4	74	-4
44	O=C(NNC(=O)C1CC1c1ccccc1)Nc1cccc(Cl)c1 (stereo not given)	-11	-0.1	0	81	1
45	COC(=O)c1cccc(C23CC4(C2)[C@H](CN(Cc2ccc(-c5ccccc5)cc2)[C@@H]4c2ccccc2)C3c2ccc(Cl)nc2)c1 (stereo not given in full)	-2	0.1	-6	85	-3
46	COc1ccc2c(c1)NC(=O)CC(c1ccccc1)=N2	-13	0.4	2	104	7
47	CC(C)=CCN1CCN(Cc2cccnc2)CC1CCO (stereo not given)	-4	0.3	-2	84	-2
48	Cc1cc(C)c2c(c1)-c1cc(C)nn1C(c1ccc3c(c1)OCO3)N2 (stereo not given)	-11	0.1	-6	106	8

no.	MEX-5 binding	BCLXL inh	EBNA-1 inhibitor	MCL1 BIM primary
37	-1.4	5	3	11
38	-0.1	10	14	3
39	.	2	.	8
40	0.4	9	0	5
41	-0.6	4	9	4
42	.	23	-7	-10
43	-2.5	0	1	4
44	-1.0	-2	3	-7
45	1.2	2	3	1
46	-0.6	2	-4	1
47	-0.4	1	-2	0
48	2.0	4	-3	4

# The results go on:
no.	SMILES	ZTA counter	Efflux pump mplx	Fam108B inh	Yeast superoxide	GLD-1 RNA inh
49	O=C(CSc1ccc2nnc(-c3ccncc3)n2n1)Nc1ccc2c(c1)OCO2	0	0.1	4	103	-4
50	Cc1cc(C)n2nc(C(=O)NC3CCCc4ccccc43)nc2n1 (stereo not given)	18	0.1	-4	102	-6
51	CCOc1cc(CC(=O)N[C@@H](CC(C)C)c2ccccc2N2CCCCC2)ccc1C(=O)O	8	0.1	8	95	-1
52	CC(C)c1ccc(C(=O)NC(=S)NCc2cccnc2)cc1	-5	0.3	-2	105	10
53	O=C(COc1ccccc1Cl)Nc1ccc(CN2CCOCC2)cc1	3	-0.1	4	97	1
54	CCOC(=O)c1cnc(SCC(=O)N2CCOCC2)nc1N	10	-0.2	-1	100	3
55	C=CCC(=O)N1CCCC(C(=O)c2ccc(Cl)cc2)C1 (stereo not given)	-4	0.1	0	119	11
56	Cc1ccc(Nc2cc(C)nc3ncnn23)c(Cl)c1	25	0.1	-3	94	6
57	COc1cccc(-n2c(=O)c3ccccc3n(CC(=O)NCC3CCCO3)c2=O)c1 (stereo not given)	-4	0.2	-3	106	-4
58	COC(=O)c1cc(C)sc1NC(=O)c1ccco1	2	0.1	-4	94	0
59	O=C(CNC(=O)Cc1ccc(Cl)cc1)NCc1ccco1	-9	-0.1	-2	89	-7
60	CC1CC(=S)Nc2ccccc2S1 (stereo not given)	1	0.0	2	103	4

no.	MEX-5 binding	BCLXL inh	EBNA-1 inhibitor	MCL1 BIM primary
49	-0.8	3	-8	2
50	-2.1	2	-3	6
51	-2.9	9	3	10
52	0.6	3	-3	8
53	-0.2	0	-10	0
54	1.3	4	-1	5
55	1.1	1	-5	7
56	-0.2	2	3	4
57	0.3	1	-13	6
58	0.4	8	-4	12
59	0.0	4	2	-4
60	1.5	-1	-2	5

# New compounds follow:
no.	SMILES	ZTA counter	Efflux pump mplx	Fam108B inh	Yeast superoxide	GLD-1 RNA inh
61	CC(=O)Nc1cc(-n2cnnn2)ccc1C	-6	0.0	-2	143	-8
62	CCOC(=O)C1CCCN(c2c(N3CCC(N4CCCCC4)CC3)c(=O)c2=O)C1 (stereo not given)	-6	-0.1	2	100	5
63	CCCCN=C1C([N+](=O)[O-])=CC=C2C1=NC1(CCCCC1)N2O	-7	0.0	5	86	5
64	CCOc1c(Cl)cc(CNCC(C)C)cc1Cl	7	-0.1	0	97	-2

no.	MEX-5 binding	BCLXL inh	EBNA-1 inhibitor	MCL1 BIM primary
61	-1.3	1	4	-2
62	-1.2	-1	-9	6
63	-1.7	0	-5	-2
64	0.5	2	12	7
